Screens from PubChem.
eIF4E 4G PPI = inhibitors of eIF4E and eIF4G interaction in translation initiation | P63073+Q04637 | TR-FRET eIF4E-eIF4GI(517-606) binding, 2 h | inhibition, % at 21.7 µM | hit rate 0.37% among 220,000 | AID 782;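 active = inhibition above about 30%, limit read from the data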;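 note: 0% = full FRET control wells and 100% = background wells lacking eIF4GI fragment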
Rad51 HR inh = blocks human Rad51 in homologous recombination. hRad51 DNA strand exchange, fluorescence dequenching. inhibition, % at 10 µM. hit rate 0.085% among 200,000. Q06609. AID 1385;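 active = inhibition above 40% at the single screening dose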;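 note: 0% = DMSO control wells and 100% = blanks with heterologous ssDNA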
Target sequence (Q06609 whole entry, looked up): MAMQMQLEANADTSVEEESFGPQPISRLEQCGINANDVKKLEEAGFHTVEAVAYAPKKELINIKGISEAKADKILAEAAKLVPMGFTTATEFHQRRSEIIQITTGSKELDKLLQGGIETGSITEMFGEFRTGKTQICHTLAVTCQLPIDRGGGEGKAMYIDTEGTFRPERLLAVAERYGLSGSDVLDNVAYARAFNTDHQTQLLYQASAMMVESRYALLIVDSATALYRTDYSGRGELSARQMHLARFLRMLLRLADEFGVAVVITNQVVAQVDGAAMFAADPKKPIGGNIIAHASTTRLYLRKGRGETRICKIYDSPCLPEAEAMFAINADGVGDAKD
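Material: human Rad51–ssDNA filaments; Probe or stimulus: labelled 47-mer dsDNA for strand exchange; Doses: single 10 µM dose; Incubation: 37 °C 15-min filament assembly, 30-min compound preincubation, 15-min exchange; Technique: FRET fluorescence dequenching, excitation 485 nm, emission 520 nm; Measure: Fluorescence-based percent inhibition, control- and blank-normalised; Benchmarks: plate control and blank wells.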
Calpain2 inh = blocks pig calpain II enzyme activity; purified calpain II, fluorogenic peptide substrate, 30 min; inhibition, % at 16 µM; hit rate 0.37% among 220,000;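 active = inhibition above about 50%, limit read from the data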
TNF death inh = TNF-alpha cell death inhibition in Jurkat FADD-/- cells; Jurkat FADD-/- TNF necroptosis rescue, ATP luminescence, 24 h; 0 = TNF only, 100 = no-TNF cells; activation (protection from cell death), % at 10 µM; hit rate 0.068% among 220,000; AID 463075;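 active = activation, meaning protection from cell death, of at least 50% relative to plate controls; inactive = activation below 50%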;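 note: necroptosis triggered by 40 ng/mL TNF-alpha added together with compound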
EBV gp42 inh = inhibitors of Epstein-Barr virus glycoprotein 42; Q1HVG2; Fluorescence polarization binding assay, mP read-out; inhibition, % (tested at 21.74 µM); hit rate 0.42% among 220,000; AID 1085; in the data active = inhibition above about 50%
Target sequence (Q1HVG2 whole entry, looked up): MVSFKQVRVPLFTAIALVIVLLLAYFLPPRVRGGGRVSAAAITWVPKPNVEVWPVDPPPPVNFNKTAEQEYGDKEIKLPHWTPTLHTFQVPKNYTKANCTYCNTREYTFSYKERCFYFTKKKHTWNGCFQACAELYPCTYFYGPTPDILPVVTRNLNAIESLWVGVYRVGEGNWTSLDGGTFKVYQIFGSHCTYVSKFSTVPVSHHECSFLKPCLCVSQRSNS
Mdm2 ligase inh = Mdm2 E3 ligase (human) inhibition; signal enhancement, % at 5 µM; cell-based MDM2 ubiquitination luciferase reporter, 2 h; 0 = plate control, 100 = twice control, blank-subtracted; AID 1230; hit rate 0.11% among 210,000; Q00987;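 active = signal enhancement of 30% or more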;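 note: luminescence tracks abundance of the self-degrading MDM2-luciferase fusion protein; higher signal means inhibition of MDM2 E3 ligase activity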
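Assay system: mammalian cells stably expressing self-ubiquitinating, self-degrading MDM2 E3–luciferase fusion. Quantity: 2000 cells in each well. Medium: DMEM culture medium. Compound dosing: single-point 5 µM. Timing: cell settling 4 h, compound treatment 2 h, both 37 °C. Technique: luciferase luminescence. Read-out basis: percent signal gain over controls, blank-subtracted. Benchmarks: plate controls and plate blanks.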
PERK inhibitor = inhibitors of human PERK kinase; inhibition, % at 5.6 µM; CHO PERK-DD fusion, SEAP luminescence translation reporter; hit rate 0.17% among 220,000;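 active = inhibition above the mean inhibition of all tested compounds plus 3 SD, set separately per screening campaign, cut at about 2.9% in these data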;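 note: PERK kinase domain activated by AP20187 dimerizer at 100 nM; 0% = DMSO with dimerizer and 100% = rapamycin at 8.4 µM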
KCC2 mod = modulates chloride dependent transport by human KCC2; KCC2 cells, thallium flux FluoZin-2 fluorescence; B-score of Tl+ flux slope (higher = more flux/activation; lower = inhibition) at 10 µM; Q9H2X9; hit rate 2.2% among 190,000;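 active = thallium flux slope and its plate-corrected score both differing from the plate sample mean at a set confidence after two filtering rounds, in either direction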;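 note: slope of fluorescence scaled to starting intensity during 10 to 20 s after thallium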
zVAD death inh = L929 zVAD cell death inhibition. L929 zVAD necroptosis rescue, ATP luminescence, 24 h; with zVAD 60 µM. viability rescue, % at 10 µM. hit rate 0.38% among 220,000. AID 1377;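 active = activation, scaled between plate controls, above about 75%, limit read from the data; inactive = activation under that limit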;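 note: 0% = zVAD with DMSO and 100% = DMSO alone without zVAD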
Numbers without * were called inactive; · = not tested or not shown; [ ] = dose if it differs, or a comment.

Structure	eIF4E 4G PPI	Rad51 HR inh	Calpain2 inh	TNF death inh	EBV gp42 inh	Mdm2 ligase inh	PERK inhibitor	KCC2 mod	zVAD death inh
COc1ccc(-n2c(-c3ccc(Br)cc3)c[n+]3c2CCC3)cc1	0	37	0	-2.3	-12	-10	0.8	1.1	-1.1
COC(=O)c1[nH]c2c(c1C)C(=O)CCC2	5[fluorescence artefact?]	-9	7	0.8	-15	-5	-0.9	0.32	-0.1
COc1ccc2c(c1)O[C@H](c1ccc3c(c1)OCO3)[C@@H](OC(=O)N[C@H](C)C1CCCCC1)C2=O	1	·	-12	-1.7	0	·	-0.6	2.1	0.3
CCC(C)NC(=O)c1c(N)n(/N=C/c2ccccn2)c2nc3ccccc3nc12 (configuration not stated)	5	11	-111	-13	3	5	0.7	-0.36	1.6
COc1ccc(N/C=C/C(=O)c2sc(-c3ccccc3)nc2C)cc1	-2	-5	12	-4.5	6	-10	0.2	-2.1	0.2
COC(=O)NNC(=O)c1ccccc1C	9	4	10	-0.9	-5	-19	0.4	0.82	0.0
COc1cccc(CN2CCN(c3nc4nonc4nc3NC3CC3)CC2)c1	-3	8	0	1.5	3	-2	-0.4	0.051	0.7
CC1CCc2nc(NC(=O)Nc3ccc4c(c3)OCO4)sc2C1 (configuration not stated)	-1	-5	6	1.4	-10	-14	1.0	0.66	25
O=C(OC(C(=O)NCC1CCCO1)c1ccc(F)cc1)c1cccs1 (configuration not stated)	-3	-2	5	-3.0	-20	-12	0.3	·	-0.6
CC1CC(C(F)F)n2nc(C(=O)Nc3sc4c(c3C#N)CCC(C(C)(C)C)C4)nc2N1 (configuration not stated)	-5	-1	-338	0.5	-7	5	0.9	-0.026	0.3
CN(C)S(=O)(=O)c1cccc(NC(=O)CNCC2CCCCC2)c1	0	8	-15	2.5	-4	-11	0.6	0.5	2.3
Cc1nc(NC(=S)NC(=O)c2cccs2)ccc1Br	-1[fluorescence artefact?]	·	-3	-1.1	-9	2	0.3	36*	-0.4
COc1cc(-c2cc(C(=O)O)c3cc4c(cc3n2)OCCO4)cc(OC)c1OC	-3	0	-88	0.6	-3	-1	-0.5	-1.6	0.7
Cc1ccc(N(CC(=O)N/N=C/c2ccc(OCC(N)=O)cc2)S(C)(=O)=O)cc1Cl	2	8	-18	1.2	-12	-7	0.0	0.54	3.5
Cc1ccc(C)c(NC(=O)Cc2csc(-c3ccccc3)n2)c1	3	·	24	1.2	-16	·	0.2	-1	-0.4
COc1cc2c(cc1OC)CN(c1ccc(-c3ccccc3OC)nn1)CC2	-6	2	-20	-9.8	-5	-13	-1.3	-0.47	-1.9
CC(=O)c1cccc(NC(=O)NC2CCCCC2)c1	-3	-6	-67	2.3	7	-15	0.9	0.41	0.6
COc1ccc(/C=N/NC(=O)CCc2nc3ccccc3[nH]2)cc1	-3	10	0	2.4	-2	-12	0.2	-0.16	0.9
CCOc1cc(C)c(Cl)cc1S(=O)(=O)N1CCCC1	2	-9	-20	-2.7	-18	-3	-0.8	0.46	-0.3
COCc1cc(C)nc2sc(C(=O)NCCO)c(-n3cccc3)c12	0	45*	-17	1.0	6	-6	2.1	0.45	4.7
O=C(NCC(c1ccc(F)cc1)N1CCOCC1)c1c(F)cccc1F (configuration not stated)	-10	31	-5	0.9	-7	·	-0.2	-0.93	0.9
O=C1c2ccccc2C(=O)N1CCc1c[nH]c2ccccc12	0	5	7	0.6	2	-3	0.1	0.75	22
CNC(=S)N(CCc1ccc(OC)c(OC)c1)C1CC(=O)N(c2ccccc2)C1=O (configuration not stated)	1	13	-13	-0.8	-9	-19	-1.8	-0.1	1.2
O=C(COc1ccc(S(=O)(=O)N2CCOCC2)cc1)Nc1ccc2c(c1)OCCO2	-1	0	-7	0.4	6	-2	-0.4	0.088	0.1
COC(=O)c1cc(NC(=S)N2CCN(C(=O)C3CCCO3)CC2)cc(C(=O)OC)c1 (configuration not stated)	2	·	-20	0.1	-5	-3	-0.1	0.16	-1.0
CCOC(=O)N1CCC(NC(=O)CN2C(=O)CCSc3ccccc32)CC1	3	2	8	1.1	-8	-22	0.9	0.036	1.6
O=S(=O)(NCC1OCCc2ccccc21)c1ccccc1 (configuration not stated)	·	3	10	0.5	-19	-18	0.5	·	0.1
Cc1onc(-c2ccccc2Cl)c1C(=O)N1CCc2ccccc21	-2	5	-16	-0.3	-1	-13	-0.6	0.056	-0.1
N#CC1=C(N)N(c2ccccc2)C(=O)C1	-5	23	9	0.2	-7	-7	0.1	0.042	-0.2
O=C(COc1cccnc1[N+](=O)[O-])Nc1ccc(Cl)c(S(=O)(=O)N2CCOCC2)c1	-1	-1	-21	-3.3	-12	-16	0.6	0.38	0.2

An excerpt from above in order of the eIF4E 4G PPI value, ascending:
SMILES	eIF4E 4G PPI
CC1CC(C(F)F)n2nc(C(=O)Nc3sc4c(c3C#N)CCC(C(C)(C)C)C4)nc2N1 (configuration not stated)	-5
O=C(COc1ccc(S(=O)(=O)N2CCOCC2)cc1)Nc1ccc2c(c1)OCCO2	-1
CNC(=S)N(CCc1ccc(OC)c(OC)c1)C1CC(=O)N(c2ccccc2)C1=O (configuration not stated)	1

The listing picks up; the two compounds before the break are reprinted first.
Structure	eIF4E 4G PPI	Rad51 HR inh	Calpain2 inh	TNF death inh	EBV gp42 inh	Mdm2 ligase inh	PERK inhibitor	KCC2 mod	zVAD death inh
N#CC1=C(N)N(c2ccccc2)C(=O)C1	-5	23	9	0.2	-7	-7	0.1	0.042	-0.2
O=C(COc1cccnc1[N+](=O)[O-])Nc1ccc(Cl)c(S(=O)(=O)N2CCOCC2)c1	-1	-1	-21	-3.3	-12	-16	0.6	0.38	0.2
CSc1ccccc1NC(=O)c1cnc2scc(C)n2c1=O	3	2	13	-1.1	-5	-15	-0.3	-3.9*	3.3
CC(C)(C)c1ccc(-c2c(C#N)c(N)nc3c2CCCC3)s1	-9	2	-13	-10.0	-17	-41	-0.1	·	-0.2
O=C(O)/C=C\C(=O)Nc1ccccc1C#Cc1ccccc1	-3	-2	-36	-5.6	-17	-8	1.9	-0.073	-0.1
CC(=O)N1c2ccccc2C(C)CC12CCCCC2 (configuration not stated)	1	1	7	-1.4	-15	-11	1.0	-0.37	-0.3
Cc1ccccc1Nc1nc(N)nc(CSCc2c(C)noc2C)n1	2	1	-70	-2.0	-21	0	-0.2	·	-0.1
O=C(NNc1c2ccccc2nc2ccccc12)c1ccc(O)cc1O	0[fluorescence artefact?]	·	-31	-15	2	-17	0.0	0.15	2.6
Cc1cc(Br)cc2c1NC(=O)C2(O)CC(=O)c1ccco1 (configuration not stated)	1	11	13	-1.0	-10	-19	0.2	-0.077	1.2
COc1ccc2ccccc2c1CNCc1ccccn1	2	-5	15	-0.8	-5	-8	-1.7	·	2.3
CC1=C(C#N)C(NC(=O)C(C)(C)C)(C(F)(F)F)C(=O)N1 (configuration not stated)	-9	4	-15	-1.2	-6	-19	0.9	-0.34	0.0
CCOC(=O)N1CCN(c2ncnc3nc[nH]c23)CC1	2	7	1	0.2	-3	-7	0.8	·	2.0
COc1cccc(C(=O)N(Cc2nc(-c3cccc(C)c3)no2)C(C)C)c1OC	0	8	1	-2.1	-12	-4	-1.0	0.42	-0.8
CCOc1ccc(NC(=O)c2ccccc2OCC(=O)c2ccc(C)cc2)cc1	-4	-6	-15	-0.2	-6	-10	0.8	-0.16	0.0
COc1ccccc1NC(=S)N(Cc1ccco1)Cc1cc2ccc(C)c(C)c2[nH]c1=O	6	1	-78	-6.1	-17	0	-0.3	0.06	-0.2
CS(=O)(=O)Cc1cc(N2CCCC2)nc(-c2ccccc2)n1	5	6	-5	1.2	-13	-29	0.3	0.079	0.3
COC(=O)C1(C#N)C(c2ccccc2)C1(C(=O)OC)C(=O)OC (configuration not stated)	3[fluorescence artefact?]	·	-3	1.8	-16	-13	-0.3	·	0.8
O=C(NCc1ccccc1)NC(=O)c1ccccc1	-1	-8	-12	-0.2	-10	3	-0.5	0.3	0.0
Cc1cc(CNC(=S)Nc2cccc(Cl)c2Cl)nn1C	25	·	-3	-1.7	-7	-4	1.9	0.31	0.6
O=C1CC(c2cccc([N+](=O)[O-])c2)c2cc3c(cc2N1)CCC3 (configuration not stated)	-1	7	-10	-4.7	4	-8	0.2	0.5	3.0
CN1c2ccccc2C(=O)/C(=C\Nc2ccc(F)cc2F)S1(=O)=O	-1	-16	-48	0.6	-8	-13	-1.1	0.52	-0.6
CC(Oc1ccc(Cl)cc1Cl)C(=O)Nc1cccc(O)c1 (configuration not stated)	3	1	20	-1.7	-13	-81	1.2	-0.49	-0.5
CCN1CCCC1CNC(=O)C(=O)Nc1ccc(OC)cc1 (configuration not stated)	0[fluorescence artefact?]	5	1	-1.1	-20	-5	1.6	·	-0.3

Whole records from above:
CN1c2ccccc2C(=O)/C(=C\Nc2ccc(F)cc2F)S1(=O)=O as listed: eIF4E 4G PPI: -1; Rad51 HR inh: -16; Calpain2 inh: -48; TNF death inh: 0.6; EBV gp42 inh: -8; Mdm2 ligase inh: -13; PERK inhibitor: -1.1; KCC2 mod: 0.52; zVAD death inh: -0.6
CC1=C(C#N)C(NC(=O)C(C)(C)C)(C(F)(F)F)C(=O)N1 (configuration not stated) as listed: eIF4E 4G PPI: -9; Rad51 HR inh: 4; Calpain2 inh: -15; TNF death inh: -1.2; EBV gp42 inh: -6; Mdm2 ligase inh: -19; PERK inhibitor: 0.9; KCC2 mod: -0.34; zVAD death inh: 0.0
CC(=O)N1c2ccccc2C(C)CC12CCCCC2 (configuration not stated) as listed: eIF4E 4G PPI: 1; Rad51 HR inh: 1; Calpain2 inh: 7; TNF death inh: -1.4; EBV gp42 inh: -15; Mdm2 ligase inh: -11; PERK inhibitor: 1.0; KCC2 mod: -0.37; zVAD death inh: -0.3
